High-throughput results deposited in PubChem by National Center for Advancing Translational Sciences (NCATS).
KDM5B inh – blocks human KDM5B histone demethylase activity; Q9UGL1; KDM5B demethylase, FDH-coupled NADH fluorescence (FDH is formaldehyde dehydrogenase); Potency, µM (highest dose often 57.7 µM), for the others: top-dose activity change, negative = inhibition, usual class: inhibitors; hit rate 2.6% among 220,000; AID 1347165; active = well fitted inhibition curve with a large enough effect; inconclusive = small, poorly fitted or top-dose-only effect; inactive = no such curve, though single readings can be large or run the other way; also: 0% is about no effect; nearly all actives have a fitted effect of over 70% in size
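Inhibition is measured as reduced NADH fluorescence generation from FDH coupling to formaldehyde release. Truncated KDM5BΔAP at 200 nM final acts on H3K4me3 peptide (12.5 µM in substrate mix) in pH 7.5 HEPES buffer with Tween-20, 30 min, room temperature.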
Numbers without * were called inactive; ? = inconclusive; & = joins results of further samples; [ ] = another dose, or the depositor's remark. Potency is read from the fitted curve at half-maximal effect. The list is partial. The share of hits here may be higher or lower than overall.

molecule	KDM5B inh
Cc1nc2ccccc2n1CCc1nc2c3ccccc3nc(SCc3ccccc3F)n2n1	3%
COc1ccc(-c2cc3ccc(O)c(CN4CCCCC4C)c3oc2=O)cc1OC (stereo not drawn)	?
Cc1ccc(S(=O)(=O)NCCC(=O)Nc2cc(S(=O)(=O)N(C)C)ccc2C)cc1C	9%
CCn1ncc(CN2CC[C@H]3C(=O)NCCCCCCN(Cc4ccncc4)[C@@H]3C2)c1C	?
Cc1nc(-c2cccs2)c(CC(=O)NCCc2ccccc2F)s1	13%
CN(C)N1C(N)=C(C#N)C(c2ccc(F)cc2)C2=C1CC(C)(C)CC2=O (stereo not drawn)	19%&-9%
Nc1nc(NCc2cccc(Cl)c2)c2[nH]cnc2n1	13%
c1csc(-c2nc(-c3ccc4c(c3)OCCCO4)cs2)c1	?
CCCCS(=O)(=O)N1CCC2(CC1)CN(C(C)=O)CC2COC (stereo not drawn)	-24%
CCCCc1c(C)nc2ccccc2c1SCCC(=O)O	13%
Cc1ccc([S+](=O)([O-])NC2CCN(c3nc4ncccc4o3)CC2)cc1	?
CC(=O)Nc1ccc(NC(=O)c2ccc(N(C)S(=O)(=O)c3ccc(C)cc3)cc2)cc1	?
COCc1cc(CC2(NCc3ccc(F)cc3)COC2)no1	-7%[86.2 µM]
COc1ccc(S(=O)(=O)NCCO)cc1C	-3%
Cc1nc(C)c(C(=O)NCC23CCCC=C2N(C)C(=O)CC3)s1 (stereo not drawn)	-13%
CC(NC(=O)C1CCN(C(=O)c2cccc3ccccc23)CC1)c1ccc(F)cc1 (stereo not drawn)	2%
Cc1cccc(-c2nc(SCC(=O)Nc3ccc4c(c3)OCO4)c(-c3ccccc3)[nH]2)c1	0%
O=C1CCCN1CCCN1C(=O)[C@@H]2C[C@@H](O)CN2C2(CNC2)C1=O	18%[86.2 µM]
CCN(CC)c1cccc(OC(=O)c2cccnc2Cl)c1	1%
O=C(Nc1cccc(Cl)c1)N(Cc1cccs1)c1ccccn1	-11%
COC(=O)Cc1c(C)c2ccc(O)c(C)c2oc1=O	?
Cc1nc2ccccc2nc1SC(C)C(=O)NCC(C)C (stereo not drawn)	11%
CCn1cc(S(=O)(=O)N2CCCC2C(=O)O)c(C)n1 (stereo not drawn)	4%
O=C1NCc2ccccc2CC12CCCCN2Cc1ccnc2ccccc12 (stereo not drawn)	?
Cc1cc(Cl)ccc1S(=O)(=O)N1C[C@H](F)C[C@@H]1C(=O)N1CCOCC1	-3%
Cc1ccc(-c2noc(CCCC(=O)N3CCC(CCOc4ccccc4F)C3)n2)cc1 (stereo not drawn)	-1%
CCN1C(=O)c2ccccc2Sc2ccc(NC(=O)c3ccc(C)c(F)c3)cc21	?
COc1cccc(-c2ccc(S(=O)(=O)N3CCSCC3)cc2)n1	?
COc1ccc(-c2cc(-c3cccc(O)c3)cn3cncc23)cc1	?
COc1ccc(C(=O)N2CCC(n3cc(-c4nc(C)no4)nn3)CC2)cc1F	?
COCc1nc(C2CCN(C(=O)c3ccn[nH]3)C2)no1 (stereo not drawn)	-13%
CCn1nc(C(=O)OCc2ccc(C(C)(C)C)cc2)c2ccccc2c1=O	-15%
COc1ccc(N2CC(NC(=O)c3ccco3)CC2=O)cc1OC (stereo not drawn)	-6%
COc1cccc(CN2CC3(C2)C(=O)N(Cc2ccccc2F)C(=O)[C@@H]2C[C@@H](O)CN23)c1	2%
O=[S+]1([O-])NCC2(CCCN(Cc3ccc(OC(F)(F)F)cc3)C2)Nc2ccccc21 (stereo not drawn)	13%
CCONC(=O)NCc1ccc2cc(OC)ccc2c1	20%
Cc1ccc(N=C/C(=C/Nc2ccc(C)cc2)[N+](=O)[O-])cc1	-19%
O=S(=O)(Nc1ccc(Cl)cc1)c1ccc(NS(=O)(=O)c2ccc3c(c2)OCCO3)cc1	-5%
O=C(COc1ccc2ccccc2c1)NC1CC(=O)N(c2cccc(F)c2)C1 (stereo not drawn)	?
CCOc1ccc(C2C(C(=O)Nc3ccc(Cl)cc3)=C(C)Nc3nc(C(F)(F)F)nn32)cc1 (stereo not drawn)	-4%
Cc1ccc(CN2CCc3nc(N(C)C)[nH]c(=O)c3CC2)cc1C	-3%
O=C1Nc2ccccc2CC12CCCN2Cc1ccc(C(F)(F)F)cc1 (stereo not drawn)	?
O=S(=O)(Nc1cccn2ncnc12)c1ccc(C2CCCCC2)cc1	?
Cc1ccc(NC(=O)CSc2nnc3nc(C)cc(C)n23)cc1	-4%
O=C(NC1CCc2nnc(C3CC3)n2CC1)c1ccoc1 (stereo not drawn)	-28%
O=C(CSc1ccccn1)NCc1cccnc1Oc1ccccc1	2%
Cc1ccc(C)c(CSC2=NCCN2S(=O)(=O)c2ccccc2)c1	4%
CCc1nnc2n1N(C(C)=O)C(c1ccc(C(C)(C)C)cc1)=C(C(C)=O)S2	-21%
O=C(CCC1CCCO1)NCC1CCCO1 (stereo not drawn)	-6%
O=C(C[C@@H]1CCNC[C@@H]1Cc1cc(COc2ccccc2)on1)NCc1ccco1	?
Cc1ccc(-c2nc3ccccc3s2)cc1NC(=O)C(C)C	19%
O=C(N1CCC(n2cc(-c3nc(C4CC4)no3)nn2)C1)C1(c2ccccc2)CC1 (stereo not drawn)	2%
COc1ccc(C(C(=O)NC2CCCC2)N(Cc2cccnc2)C(=O)Cc2cccs2)cc1OC (stereo not drawn)	28%
CS(=O)(=O)N(C1CC1)C1CCOC2(CCN(C(=O)COc3ccc(F)cc3)CC2)C1 (stereo not drawn)	-14%
CCS(=O)(=O)N(C1CC1)C1CCOC2(CCN(C(=O)c3cc(F)ccc3F)CC2)C1 (stereo not drawn)	24%
C=CCN1CC2(CCC1=O)CCN(C(=O)[C@H](OC)c1ccccc1)CC2	56%[activator]
O=C(N/N=C/c1cccs1)c1ccccc1	9%
COc1ccc(C(=O)N2CCC(Oc3ccc(C(=O)N4CCOCC4)cn3)CC2)cc1	0%
COc1cccc2c1OC1(CCN(C(C)=O)CC1)N1N=C(c3ccc(OC(F)F)cc3)CC21 (stereo not drawn)	-20%
CCc1ccccc1NC(=O)CSc1nc2c(c(=O)[nH]1)CN(Cc1ccccc1OC)CC2	?

More records:
Compound	KDM5B inh
CN1CCN(c2ccc3ncn(-c4cccnc4)c(=O)c3n2)CC1	35µM*
CCOC(=O)CNc1ncnc2c1nnn2C	3%
Cc1ccc(O)c(C(=O)c2cc(C#N)c(=O)n(-c3ccccc3C(=O)O)c2)c1	8%
CCOC(=O)c1c(S(=O)(=O)N2CCC(C(=O)N3CCN(c4cc(C)ccc4C)CC3)CC2)c(C)n(C)c1C	-26%
CCC(C)NC(=O)C1CCN(S(=O)(=O)c2ccc3c(c2)CCCN3C(C)=O)CC1 (stereo not drawn)	22%
O=C(CN(C(=O)c1csnn1)c1ccc2c(c1)OCCO2)NCc1ccccc1	16%
Cc1ccc(C)c(CN2CCC(CNC(=O)c3cc4ccc5cccnc5c4[nH]3)CC2)c1	-14%
CCOC(CNC(=O)c1ccc(CNS(=O)(=O)c2ccc(F)cc2)cc1)OCC	7%
O=C(Cc1ccccc1F)N1CCCC(c2nc(C3CCOCC3)no2)C1 (stereo not drawn)	5%
O=C(Nc1cc(F)cc(F)c1)Nc1cccc(-c2ccc(N3CCOCC3)nn2)c1	?
N#CCCSc1sc(=S)sc1SCc1c(F)c(F)c(F)c(F)c1F	-14%
O=C(NC1C[C@H]2CC[C@@H](C1)N2C(=O)CCc1nc2ccccc2s1)c1ccncc1 (stereo partly drawn)	5%
O=C(Cn1cnc(S(=O)(=O)N2CCCC2)c1)Nc1ccc(OC(F)(F)F)cc1	?
O=C(NCCn1cccn1)c1cccc(S(=O)(=O)NC2CCNCC2)c1	13%
N#CC(Cc1cccnc1)C(=O)Nc1ccc(Cl)c(Cl)c1 (stereo not drawn)	?
CCC(NC(=O)C1CC1)c1ccccc1 (stereo not drawn)	16%
Cc1cc2ccccc2n1CC(=O)NC1CCCCC1	10%
NC1(Cc2cc(C(=O)N3CCCCC3)on2)COC1	-6%[115 µM]
CCOC(=O)c1c(C)[nH]c(C)c1S(=O)(=O)N1CCC(C(=O)NCc2cccc(C)c2)CC1	1%
CCOC(=O)C1=C(C)N=C2SCCC(=O)N2[C@@H]1c1cccs1	1%
CCN(Cc1ccc(C(=O)NC)cc1)Cc1ccco1	19%
COc1cccc(Cn2cnc3c2c(=O)n(C)c(=O)n3C)c1	11%&14%
O=C(c1ccc2ccccc2n1)N1CCC(c2n[nH]c(=O)n2-c2ccccc2)CC1	20%
Cn1c(Cn2ccnc2)nnc1C1CCCN(C(=O)CSCC2CC2)C1 (stereo not drawn)	15%
CC(C)c1nc(NCCO)c(C#N)c2c1CCCC2	?
CC(=O)NC(NC(C)=O)c1ccccn1	20%
Cc1ccc(OCCCCCCN2CCNCC2)cc1	?
CO[C@H]1C(=O)N(C2CCN(C(=O)c3ccc4[nH]ccc4c3)CC2)[C@H]1c1ccncc1	-25%
O=c1[nH]c(C2CCN([S+](=O)([O-])c3cccc(C(F)(F)F)c3)CC2)nn1-c1ccc(F)cc1	-3%
CN(C)C(=O)N(C)C1CCc2ccccc2C1 (stereo not drawn)	-15%[86.2 µM]

Part of the list above in order of formula weight, descending.
Compound	KDM5B inh
COc1cccc2c1OC1(CCN(C(C)=O)CC1)N1N=C(c3ccc(OC(F)F)cc3)CC21 (stereo not drawn)	-20%
CCn1ncc(CN2CC[C@H]3C(=O)NCCCCCCN(Cc4ccncc4)[C@@H]3C2)c1C	?
N#CCCSc1sc(=S)sc1SCc1c(F)c(F)c(F)c(F)c1F	-14%
CCC(C)NC(=O)C1CCN(S(=O)(=O)c2ccc3c(c2)CCCN3C(C)=O)CC1 (stereo not drawn)	22%
O=C(Cn1cnc(S(=O)(=O)N2CCCC2)c1)Nc1ccc(OC(F)(F)F)cc1	?
CCN1C(=O)c2ccccc2Sc2ccc(NC(=O)c3ccc(C)c(F)c3)cc21	?
O=C(N1CCC(n2cc(-c3nc(C4CC4)no3)nn2)C1)C1(c2ccccc2)CC1 (stereo not drawn)	2%
O=C(Cc1ccccc1F)N1CCCC(c2nc(C3CCOCC3)no2)C1 (stereo not drawn)	5%
CCn1nc(C(=O)OCc2ccc(C(C)(C)C)cc2)c2ccccc2c1=O	-15%
O=C(CSc1ccccn1)NCc1cccnc1Oc1ccccc1	2%
CCCCS(=O)(=O)N1CCC2(CC1)CN(C(C)=O)CC2COC (stereo not drawn)	-24%
O=C(Nc1cccc(Cl)c1)N(Cc1cccs1)c1ccccn1	-11%
COc1ccc(N2CC(NC(=O)c3ccco3)CC2=O)cc1OC (stereo not drawn)	-6%
COc1cccc(Cn2cnc3c2c(=O)n(C)c(=O)n3C)c1	11%&14%
CCn1cc(S(=O)(=O)N2CCCC2C(=O)O)c(C)n1 (stereo not drawn)	4%
O=C(NC1CCc2nnc(C3CC3)n2CC1)c1ccoc1 (stereo not drawn)	-28%
COCc1nc(C2CCN(C(=O)c3ccn[nH]3)C2)no1 (stereo not drawn)	-13%
O=C(N/N=C/c1cccs1)c1ccccc1	9%

Shown field by field: part of the list above.
CCOC(=O)c1c(S(=O)(=O)N2CCC(C(=O)N3CCN(c4cc(C)ccc4C)CC3)CC2)c(C)n(C)c1C
  KDM5B inh = -26%
CCC(C)NC(=O)C1CCN(S(=O)(=O)c2ccc3c(c2)CCCN3C(C)=O)CC1 (stereo not drawn)
  KDM5B inh = 22%

(more compounds)
Compound	KDM5B inh
CCOc1ccc2c(n1)CCN(C(=O)Nc1ccc(C)cc1C)C2	-18%
O=C(CC1CCCC1)Nc1ccc2c(c1)-c1ccccc1C2	-2%
COCCCNC(=O)CSc1c2c(nc3ccc(Cl)cc13)CCCC2	-14%
Cc1ccc(C(=O)O)cc1NC(=O)c1nsc2ccccc12	-24%
O=C(/C=C/c1cccc(Br)c1)c1ccc(O)c(CCCl)c1	-3%
O=C1CS(=O)(=O)C2(C(=O)N(Cc3ccccc3)c3ccccc32)N1c1ccc(F)c(Cl)c1 (stereo not drawn)	-2%
COC(=O)COc1ccc2c(=O)c(Oc3ccccc3Br)c(C)oc2c1	8%
Cc1noc2nc3c(c(C(=O)N[C@H]4CC[C@H]4NC4CCCC4)c12)CCC3	?
CCN(CC)S(=O)(=O)c1ccc(N2CCCCS2(=O)=O)cc1	7%
O=C(O)c1ccccc1C(=O)c1ccc(Sc2ccc(Cl)cc2)c([N+](=O)[O-])c1	16%
COC(=O)c1c(C)[nH]c(C(=O)C(C)OC(=O)c2ccc(F)cc2F)c1C (stereo not drawn)	15%
Cc1cc(NC(=O)COc2c(Cl)cccc2Cl)n(C)n1	15%
CC(=O)Nc1ccc(Nc2cc(C(C)C)nc3c(-c4ccccc4)c(C)nn23)cc1	?
CC(C)N(C)S(=O)(=O)c1ccc2c(c1)CCN(C(=O)c1cscn1)C2	-33%
Cc1ccc(C(=O)CSc2nc3ccccc3c(=O)[nH]2)cc1C	12%
CCC(C)N(C(=S)Nc1cc(F)cc(F)c1)C1CCN(C(C)=O)CC1 (stereo not drawn)	-3%
Cc1ccc(/C=C(/C#N)c2ccc(C(F)(F)F)cn2)s1	-5%
COc1ccc(C(=O)Nc2ccc3oc(-c4ccccc4C)nc3c2)cc1	-14%
CCOc1ccc(CCNC(=O)CSc2cc(=O)n(C)c3cc(Cl)ccc23)cc1OCC	-12%
O=C(Nc1cc(F)ccc1F)C1COc2ccccc2C1 (stereo not drawn)	-13%
COc1ccc(Cn2c(C(=O)O)c(CNCc3ccccc3F)c3ccc(OC)cc32)cc1	-1%
CNC(=O)[C@@H]1CN(C(=O)c2n[nH]c3ccccc23)C[C@H]1c1nc(C)no1	-7%
CCOc1ccc(S(=O)(=O)N2CCC(C(=O)NCc3cccnc3)CC2)cc1C	-3%
